# Shiga toxin inh: inhibitors of Shiga toxin in Vero cells. Vero cells, Shiga toxin protein synthesis inhibition reporter. inhibition, % at 38.7 µM. 9.2% of 290,000 active. AID 2315; in the data active = inhibition mostly above about 28%, no sharp cut-off; inactive = mostly below about 43%; also: 0% is about no effect
# Pf growth 96h: inhibits malaria parasite growth, 96 h. Potency, µM (series often up to 28.7 µM), without a hit: at the top dose activity change, negative = inhibition, actives largely listed as inhibitors. P. falciparum luciferase reporter growth, 96 h. 6.9% of 320,000 active. AID 504834; also: potency is read from the fitted curve at half-maximal effect; % is scaled to controls: 0 for no effect and ±100 for the full control effect
#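 Plates of compound plus infected erythrocytes (2% hematocrit, 0.05% parasitemia final) incubate 96 hours, 37 C, 5% CO2. Detection reagent added; reduced luminescence from the parasites' luciferase reporter flags inhibition.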
# LmPK inhibitor: blocks Leishmania mexicana pyruvate kinase activity | Q27686 | purified LmPK, Kinase-Glo ATP luminescence, 1 h | Potency, µM (titrated, usually from 57.5 µM), for the others: at the highest dose activity change, negative = inhibition, usual class: inhibitors | 0.37% of 290,000 active; also: potency is read from the fitted curve at half-maximal effect; % is scaled to controls: 0 for no effect and ±100 for the full control effect
# Target sequence (Q27686 whole entry, looked up): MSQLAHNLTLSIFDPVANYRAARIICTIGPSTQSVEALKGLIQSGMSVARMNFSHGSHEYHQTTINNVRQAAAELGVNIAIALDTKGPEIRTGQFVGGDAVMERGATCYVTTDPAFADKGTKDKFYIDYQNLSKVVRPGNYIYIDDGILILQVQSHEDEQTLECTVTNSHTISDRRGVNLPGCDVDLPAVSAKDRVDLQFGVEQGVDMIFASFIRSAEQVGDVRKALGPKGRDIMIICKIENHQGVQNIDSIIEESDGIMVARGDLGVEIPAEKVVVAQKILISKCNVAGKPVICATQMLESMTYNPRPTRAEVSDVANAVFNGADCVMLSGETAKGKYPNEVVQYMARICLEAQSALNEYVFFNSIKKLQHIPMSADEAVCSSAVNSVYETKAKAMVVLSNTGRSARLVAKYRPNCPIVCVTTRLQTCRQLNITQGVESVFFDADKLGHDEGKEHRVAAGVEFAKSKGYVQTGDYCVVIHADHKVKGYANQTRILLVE
#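 Purified LmPK (0.1 nM) with 0.5 mM PEP and 0.1 mM ADP in imidazole buffer pH 7.2 with MgCl2/KCl, 1 h at room temperature. ATP formed was read by luciferase luminescence and normalized to no-enzyme and uninhibited controls.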
# TbPYK inhibitor: inhibitors of Trypanosoma brucei pyruvate kinase; Q57TT1; TbPYK enzyme, Kinase-Glo Plus ATP luminescence, 45 min; Potency, µM (highest dose often 76.8 µM), for inactives: top-dose activity, negative = inhibition, most hits filed as inhibitors; 0.12% of 410,000 active; also: potency is read from the fitted curve at half-maximal effect; % is scaled to controls: 0 for no effect and ±100 for the full control effect; nearly all actives have a fitted effect of over 50% in size
#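 Screened from lowest to highest concentration, compounds were pinned into TbPYK/substrate mixtures, and ADP (130 uM final) was added. Plates sat at room temperature for 45 min prior to Kinase-Glo Plus detection by luminescence.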
# AMA1-RON2 inh: inhibitors of Plasmodium falciparum AMA1-RON2 interaction; AlphaScreen AMA1-biotinylated RON2 peptide binding; Potency, µM (titrated, usually from 58.2 µM), for the others: at the highest dose activity change, negative = inhibition, most hits filed as inhibitors; 0.2% of 360,000 active; AID 720542;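 also: potency is read from the fitted curve at half-maximal effect; 0% = vehicle wells and -100% = peptide control; nearly all actives have a fitted effect of over 45% in size; some results filed as inactive show a strong effect at the top dose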
#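 AMA1 (3D7) with his tag at 25 nM final met compounds first, then biotinylated RON2 peptide at 25 nM; detection used donor plus acceptor beads, 10 µg/mL apiece, read by AlphaScreen after 30 min at room temperature.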
# Pf growth 48h: inhibits P. falciparum growth in the first generation, 48 h; P. falciparum luciferase growth in erythrocytes, 48 h; Potency, µM (highest dose often 28.7 µM), for inactives: top-dose activity change, negative = inhibition, usual class: inhibitors; 5.9% of 310,000 active; AID 504832; also: potency is read from the fitted curve at half-maximal effect; % is scaled to controls: 0 for no effect and ±100 for the full control effect
#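 Here the parasites carry a stable luciferase gene and grow inside erythrocytes in Albumax-based RPMI medium with compound for one erythrocytic cycle. Activity is scored as loss of luminescent signal.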
# Cycloheximide cs: counter-screen for Shiga toxin inhibitors: cycloheximide protein synthesis inhibition. cell reporter, cycloheximide protein synthesis inhibition counterscreen. max response, %. 12% of 300,000 active. AID 2314; in the data active = max response mostly above about 13%, no sharp cut-off; inactive = mostly below about 14%; also: read at 38.3 µM for the half of the compounds with a filed dose; 0% is about no effect
# Starred values were filed as active, the others as inactive; ? = inconclusive; nt = not tested or not shown; & = joins results of further samples; [ ] = another dose, or the depositor's remark. Unless noted, calls follow the shape of the dose curve; as a rule, active = well fitted curve in the direction sought with a large enough effect; inconclusive = small, poorly fitted or top-dose-only effect, or another doubt; inactive = no such curve, though single readings can be large; an effect the other way counts as inactive or inconclusive.
# Preview (three entries):
SMILES,Shiga toxin inh,Pf growth 96h,LmPK inhibitor,TbPYK inhibitor,AMA1-RON2 inh,Pf growth 48h,Cycloheximide cs
CCN(CC)c1ccc(/C=N\N2CCN(Cc3ccc(C)cc3)CC2)cc1,9.6,23.3%,-3.4%,-12.0%,8.91µM*,13.5%,-2.5
COc1ccc(-c2nnc(SCC(=O)Nc3ccccc3OC)o2)cc1,57.6*,?,6.3%,0.5%,-20.4%,174.7%[activator],24.8*
Cn1cc(S(=O)(=O)c2ccccc2)n(C)c1=O,3.0,23.9%,0.9%,4.0%,7.7%,-4.2%,0.7

# This part in full, repeating the preview:
SMILES,Shiga toxin inh,Pf growth 96h,LmPK inhibitor,TbPYK inhibitor,AMA1-RON2 inh,Pf growth 48h,Cycloheximide cs
CCN(CC)c1ccc(/C=N\N2CCN(Cc3ccc(C)cc3)CC2)cc1,9.6,23.3%,-3.4%,-12.0%,8.91µM*,13.5%,-2.5
COc1ccc(-c2nnc(SCC(=O)Nc3ccccc3OC)o2)cc1,57.6*,?,6.3%,0.5%,-20.4%,174.7%[activator],24.8*
Cn1cc(S(=O)(=O)c2ccccc2)n(C)c1=O,3.0,23.9%,0.9%,4.0%,7.7%,-4.2%,0.7
CN1CCN(C(=O)c2ccccc2NS(=O)(=O)c2ccc(F)cc2)CC1,nt,30.8%[activator],nt,-9.7%,6.3%,12.7%,nt
COc1cc2c(cc1OC)C(COc1ccccc1OC)N(C(=O)C(C)C)CC2 (centres undefined),-10.7,10.4µM*,14.1%,3.8%,-4.0%,?,-1.5
CC(C)CNC(=O)C1CCN(c2ccc(S(=O)(=O)N3CCOCC3)cc2)CC1,-5.4,nt,-6.9%,-1.4%,3.5%,7.38µM*,-1.9
CC(=O)N1CCN(c2ccc(NC(=O)c3ccc4c(c3)OCO4)cc2)CC1,26.3,-24.9%,0.0%,?,19.9%,2.5%,2.3
CC(C)[C@H](NS(=O)(=O)c1ccc(Cl)cc1)C(=O)OCC(=O)NCCN1C(=O)CSC1=O,-0.9,33.1%[activator],-7.8%,-0.1%,-2.4%,14.5%,-1.4
COc1ccccc1/C=C/C(=O)NC(=S)NC(C)C,57.0*,?,0.7%,-5.1%,-3.4%,11.9%,16.9*
COc1ccc([N+](=O)[O-])cc1NCc1cccnc1,1.5,-21.0%,1.0%,0.6%,12.2%,39.5%[activator],6.7
CSc1nc2sc3c(c2c2nnnn12)CCC3,-6.8,57.8%[activator],-0.6%,nt,nt,19.6%,-6.1
CCOC(=O)C1=C(C)N(C)C(=O)NC1c1cc2c(cc1Br)OCO2 (centres undefined),-10.1,?,6.9%,-8.1%,-3.2%,0.0%,-2.6
COc1cc(C2C(C#N)=C(N)Oc3cc(O)ccc32)cc(OC)c1OC (centres undefined),-3.4,?,4.0%,3.0%,-4.2%,?,-0.5
COc1ccc2c(C)c(CC(=O)N3CCN(C(=O)C4COc5ccccc5O4)CC3)c(=O)oc2c1C (centres undefined),10.6,?,3.6%,-12.3%,-4.7%,?,-3.1
O=c1[nH]cnc2sc3c(c12)CCN(Cc1ccccc1)C3,-9.9,-29.0%,-3.4%,-2.4%,20.7%,0.7%,-4.2
Cc1cccc(Cc2cnc(N3C(=N)SC(c4ccccc4)C3=O)s2)c1 (centres undefined),-13.5,?,-0.5%,2.4%,48.5%[activator],-22.5%,-2.7
O=C(OC(C(=O)O)C(OC(=O)c1ccccc1)C(=O)NCc1ccccc1)c1ccccc1 (centres undefined),-13.1,13.2%,-0.9%,20.7%,5.6%,35.3%[activator],-0.9
Cc1ccccc1CC1(CO)CCCN(Cc2ccn[nH]2)C1 (centres undefined),-14.4,11.7µM*,1.4%,2.4%,20.6%,2.4%,1.8
O=C(OCC(=O)N1CCOCC1)c1ccc(Cl)nc1,-3.7,39.6%[activator],-2.9%,-3.9%,7.0%,11.1%,-1.6
Cc1cc(NC(=O)CSc2nnnn2C)n(-c2ccccc2)n1,-7.2,-2.8%,1.5%,-5.4%,3.4%,nt,-3.4
CCOc1ncccc1C(=O)OCC(=O)Nc1ccc2c(c1)OCO2,36.3,2.9%,-1.0%,-2.9%,4.5%,-17.7%,-1.2
CCn1c(Cc2ccccc2)nnc1SCC(=O)Nc1nc(C)cs1,-7.9,-2.7%,2.0%,-12.9%,-1.3%,-20.7%,-1.5
O=C(c1ccc2c(c1)OCCO2)N(c1ccccn1)C1CCCCC1,-8.2,?,0.2%,-0.7%,-2.4%,nt,1.3
CCOc1cc(C)nc(Oc2ccc(=O)[nH]n2)n1,-9.5,nt,-3.6%,1.7%,-3.5%,-2.0%,-2.5
CCOC(=O)c1sc(NC(=O)CSc2nnc(-c3ccco3)n2CC)c(C(=O)OCC)c1C,2.1,nt,10.5%,-11.6%,-7.4%,?,-2.0
Cc1nc(NC(=O)c2ccccc2)sc1-c1csc(Nc2cccc(Cl)c2)n1,56.1,2.62µM*,3.6%,nt,nt,9.28µM*,18.7
O=C(Cc1ccccc1)NCC(=O)OCC(=O)c1ccc(Cl)cc1,-27.2,-23.3%,-11.2%,1.6%,-10.9%,0.3%,-3.1
CS(=O)(=O)c1ncc(Cl)c(C(=O)Nc2ccc3ccccc3c2)n1,-4.0,6.3%,4.0%,-7.8%,-14.6%,1.1%,1.2
CCC(=O)Nc1nc(C)c(C(=O)Nc2cccc(Cl)c2)s1,12.8,?,4.1%,-5.5%,0.0%,-17.0%,16.2*
O=C(NC1CCCCC1)C(c1ccc(F)cc1)N(CCN1CCOCC1)C(=O)c1ccc(-c2ccccc2)[nH]1 (centres undefined),3.9,22.7%,-1.6%,-1.9%,2.4%,?,-2.1
N#C/C(=N\Nc1ccccc1)C(=N)N1CCCCC1,61.1*,158.3%[activator],-1.4%,-9.0%,-2.9%,nt,27.5*
CCN(C(=O)Cn1c(=O)n(Cc2ccccc2)c(=O)c2ccccc21)c1cccc(C)c1,-8.5,33.5%,9.5%,0.1%,-13.6%,?,-1.2
CC(=O)NC1CCCN(O)C(=O)/C=C(\C)CCOC(=O)C(NC(C)=O)CCCN(O)C(=O)/C=C(\C)CCOC(=O)C(NC(C)=O)CCCN(O)C(=O)/C=C(\C)CCOC1=O (centres undefined),15.8,74.9%[activator],0.3%,2.9%,127.2%[activator],-2.8%,-2.5
Cc1ccc(-c2nnc(CN3CCN(C)CC3)o2)cc1,21.4,73.6%[activator],-6.5%,3.0%,0.8%,55.6%[activator],11.1
COc1ccc(-c2noc(C3CCCN(S(=O)(=O)c4cccc(Cl)c4C)C3)n2)cc1OC (centres undefined),8.0,?,0.3%,-21.6%,-7.3%,13.1µM*,5.7
Cc1ccc(NC(=O)Cn2c(=O)oc3ccccc32)cc1C,nt,232.1%[activator],-4.4%,-4.7%&-5.1%,-0.1%,66.1%[activator],-2.7
Cc1ccc(CC(=O)N(Cc2ccccc2)c2ccccn2)cc1,16.5,-7.1%,-0.9%,8.1%,1.5%,?,3.9
CCN1CCN(CCCNC(=O)c2ccc(/C=C3/Sc4ccccc4N(Cc4ccccc4F)C3=O)cc2)CC1,-11.3,?,1.7%,4.4%,-11.0%,?,-8.7
CCOC(=O)c1ccc(NC(=O)c2cc3ccccc3o2)cc1,41.2*,?,-8.1%,-5.0%,3.0%,?,32.4*
Cc1ccc2c(c1)c(=O)c1c3n2CCN(C(=O)CCl)C3CC1 (centres undefined),26.2,5.22µM*,-4.8%,0.1%,-1.3%,nt,-1.4
CCCCC(=O)NC(=S)Nc1cc(C(=O)O)ccc1Cl,6.0,24.0%,0.7%,-0.8%,-4.6%,-18.8%,-1.4
Cc1cc(C)nc(SCc2nnc(SCC(=O)Nc3nc(-c4ccccc4)cs3)n2C)n1,-3.1,-26.7%,0.0%,6.5%,18.7%,?,-2.7
O=C(CN1N=C(c2ccccc2)CCC1=O)NCc1cccs1,19.9,?,3.5%,-1.2%,1.0%,29.1%,12.9
COc1ccc(CC(=O)NCc2ccc3c(c2)cc(C)n3C)cc1,-9.3,18.8%,0.3%,-4.1%,0.0%,-7.0%,3.9
COc1ccc(Cl)cc1S(=O)(=O)NCc1nc2nc(C)cc(C)n2n1,4.3,?,0.2%,-2.3%,9.2%,-5.1%,-1.7
COc1cc(OC)cc(C(=O)NN2CCOCC2)c1,-5.9,?,-8.2%,-0.9%,15.2%,0.8%,0.7
O=C1OCCC/C1=C\c1ccc2c(c1)OCO2,-10.5,-0.1%,-2.5%,2.1%,18.1%,-24.4%,5.3
CCOc1ccc(-c2noc(CCC(=O)NC)n2)cc1OCC,-14.5,9.0%,-2.4%,-7.6%,11.5%,22.2%,-3.5
COc1ccc(CCC(=O)NCCS(=O)(=O)N2CCN(c3ccc(OC)cc3)CC2)cc1,17.2,-0.5%,-1.9%,-2.6%,-3.3%,6.6%,-2.6
Cc1cnc(NC(=O)c2cc3ccccc3o2)s1,46.7,472.2%[activator],-19.7%,0.0%,59.1%[activator],234.4%[activator],17.7*
NS(=O)(=O)c1ccc(Nc2ccc3cc(S(=O)(=O)N4CCCCC4)ccc3n2)cc1,-0.3,?,1.6%,7.1%,14.4%,-12.4%,10.9
O=C(CSc1nnc(NC(=O)C2CC2)s1)Nc1ccccc1C(F)(F)F,4.0,176.2%[activator],-4.7%,-1.4%,-7.8%,-3.1%,-8.4
CCC(=O)Nc1ccc(-c2nnc(SCc3ccc(C(=O)Nc4nccs4)cc3)n2CC)cc1,103.4,5.3%,2.1%,6.4%,-5.3%,7.38µM*,9.1
O=C(Nc1ccc(-c2nc3ccccc3o2)cc1)c1ccc2c(c1)OCO2,45.8,?,-0.9%,-3.4%,-1.4%,?,20.0
O=CN1CC(=O)N(c2ccccc2)c2c([nH]c3ccccc23)C1,-12.2,42.7%[activator],4.9%,-2.6%,10.9%,10.5%,-0.5
COc1ccc(-c2nc3ccccc3s2)cc1O,14.7,-11.0%,15.8µM*,-18.8%,11.6%,-22.2%,6.8
CN(C)/C=C/C(=O)c1ccc2noc(-c3ccccc3)c2c1,-7.7,18.0%,0.1%,-1.7%,-2.6%,-0.5%,5.7
CN(C)CCNCc1ccc(OC2CCCC2)cc1,-9.1,9.28µM*,4.0%,-36.6%,23.4%,nt,-3.0
CCOC(=O)C1=C(C)N(C2CCCCC2)C(=O)C1,-1.9,nt,-0.3%,-9.2%,-4.5%,?,-4.4
Cc1ccc(C(=O)N2CC(C(=O)O)C2)cc1,31.9,30.6%[activator],-2.0%,1.3%,-2.1%,5.4%,-0.9

# New compounds follow.
SMILES,Shiga toxin inh,Pf growth 96h,LmPK inhibitor,TbPYK inhibitor,AMA1-RON2 inh,Pf growth 48h,Cycloheximide cs
COC(=O)c1sccc1NC(=O)COc1ccc(C)cc1,43.4,23.6%,-6.7%,-4.1%,-9.5%,13.3%,12.4
COC(=O)C1=C(c2ccccc2OCc2ccccc2)C[C@@H]2CC[C@H]1N2C(=O)NCc1ccccc1,nt,4.15µM*,nt,1.6%,-5.5%,10.4µM*,nt
COc1ccccc1CNC(=O)CCc1ccccc1,5.4,?,-4.6%,8.9%,-4.4%,-8.1%,7.8
CC(=O)C1=C(O)C(=O)OC1c1ccc(C)cc1 (centres undefined),16.8,?,8.1%,-5.0%,0.0%,9.8%,-5.0

# Screening data as filed in PubChem BioAssay.
